Source: PubChem
M4 ag – CHRM4 agonism in calcium assay | P08173 | hit rate 0.14% among 360,000 | CHO-K1 hM4/Gqi5, Fluo-8 calcium fluorescence; vehicle 0%, full acetylcholine response 100% | activation, % at 3 µM | AID 624127;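 active means activation above the run mean over all test wells plus 3 SD, cut at about 32% in these data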;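 further: peak over basal fluorescence ratio per well then scaled between controls; 0% = DMSO wells and 100% = acetylcholine at EC100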
Target sequence (P08173 whole entry, looked up): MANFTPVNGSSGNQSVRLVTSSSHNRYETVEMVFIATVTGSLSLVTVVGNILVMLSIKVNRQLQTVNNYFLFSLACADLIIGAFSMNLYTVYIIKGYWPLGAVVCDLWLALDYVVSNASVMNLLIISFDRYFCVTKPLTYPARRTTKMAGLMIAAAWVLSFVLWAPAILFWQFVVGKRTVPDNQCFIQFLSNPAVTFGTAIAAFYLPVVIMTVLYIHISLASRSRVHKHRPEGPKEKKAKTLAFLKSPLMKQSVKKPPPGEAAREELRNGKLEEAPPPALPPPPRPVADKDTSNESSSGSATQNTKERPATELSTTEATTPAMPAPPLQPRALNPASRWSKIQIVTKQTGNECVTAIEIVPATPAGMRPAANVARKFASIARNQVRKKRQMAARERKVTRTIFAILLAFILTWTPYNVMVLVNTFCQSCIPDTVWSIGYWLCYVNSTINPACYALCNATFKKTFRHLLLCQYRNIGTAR
M4 PAM – positive allosteric modulators of human muscarinic M4 receptor; P08173; CHO-K1 hM4/Gqi5, Fluo-8 calcium fluorescence, ACh EC20; 0% = ACh EC20, 100% = maximal ACh; activation, % at 3 µM; hit rate 0.4% among 360,000; AID 624126;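 active means activation above its plate's cutoff, the mean activation of sample wells plus 3 SD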; further: some results filed as inactive read as strong as hits
CRFR2-BP ag – agonists of human CRF-binding protein/CRF-R2 receptor complex; AID 588473; hit rate 0.46% among 350,000; activation, % at 13.2 µM; HEK293 CRF-R2/CRF-BP, calcium dye fluorescence (FLIPR); percent of saturating CRF peptide response;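 active means activation of at least 50%, plus an integration ratio under a set limit after plate pattern correction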;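 further: plate controls were neutral control wells without compound for no effect and CRF at EC100 for full effect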
M4 antag – blocks acetylcholine activation of human M4 receptor | hit rate 0.73% among 360,000 | AID 624125 | inhibition, % at 3 µM | CHO-hM4 cells, ACh EC80, Fluo-8 calcium fluorescence;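 active means inhibition above its plate's cutoff, the mean inhibition of sample wells plus 3 SD, cut at about 27% in these data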;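 further: 0% = acetylcholine EC80 with DMSO and 100% = DMSO without agonist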
CHRM5 agonist – CHRM5 agonism in calcium assay; P08912; CHO-K1 hM5 cells, Fluo-8 calcium fluorescence; 0% DMSO wells, 100% maximal acetylcholine response; activation, % at 3 µM; hit rate 0.19% among 360,000; AID 624037;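 active means activation above the run's mean over test compounds plus 3 SD, cut at about 23% in these data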;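 further: signal is peak over basal fluorescence ratio across the kinetic read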
Target sequence (P08912 whole entry, looked up): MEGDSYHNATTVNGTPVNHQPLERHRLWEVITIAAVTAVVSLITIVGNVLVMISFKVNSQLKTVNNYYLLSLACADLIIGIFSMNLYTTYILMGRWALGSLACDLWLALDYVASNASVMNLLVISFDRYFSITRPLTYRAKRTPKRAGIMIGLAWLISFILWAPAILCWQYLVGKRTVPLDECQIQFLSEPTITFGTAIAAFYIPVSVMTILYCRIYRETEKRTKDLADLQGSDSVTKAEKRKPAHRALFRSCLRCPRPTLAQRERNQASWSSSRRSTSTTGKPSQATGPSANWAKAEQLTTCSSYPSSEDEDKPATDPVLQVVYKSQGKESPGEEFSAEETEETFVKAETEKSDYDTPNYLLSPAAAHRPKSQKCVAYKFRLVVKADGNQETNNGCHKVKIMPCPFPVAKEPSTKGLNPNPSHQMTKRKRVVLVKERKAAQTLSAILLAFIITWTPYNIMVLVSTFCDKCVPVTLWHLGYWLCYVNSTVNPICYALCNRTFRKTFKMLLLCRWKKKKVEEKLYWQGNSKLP
CHRM1 PAM – potentiates human M1 receptor response to acetylcholine; P11229; CHO-K1 hM1, Fluo-8 calcium fluorescence, ACh EC20; 0% = ACh EC20, 100% = maximal ACh; activation, % at 3 µM; hit rate 0.088% among 360,000; in the data active means activation above about 19%, passing the limit was not always enough
CHRM5 PAM – potentiates acetylcholine response at human M5 receptor; P08912; CHO-K1 hM5, Fluo-8 calcium, ACh EC20 PAM; 0% = ACh EC20, 100% = ACh EC100; activation, % at 3 µM; hit rate 0.3% among 360,000;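 active means activation above the run cutoff, the mean activation of all test compounds plus 3 SD, cut at about 18% in these data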
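Test system: CHO-K1 hM5 cells / Doses: single-point, 3 µM nominal / Times: Post-acetylcholine fluorescence recording 140 s / Technique: Fluo-8 calcium fluorescence / Measure: Max/basal fluorescence ratio as % of EC20–EC100 ACh window / Benchmarks: low control EC20 acetylcholine (0%), high control EC100 acetylcholine (100%) / Replicates: one well per compound, no replicates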
CHRM5 antagonist – CHRM5 antagonism in calcium assay; CHO-hM5 cells, Fluo-8 calcium fluorescence, ACh EC80; inhibition, % at 3 µM; hit rate 0.59% among 360,000; AID 624040;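 active means inhibition above a per-plate cutoff, the mean of that plate's test compounds plus 3 SD, cut at about 27% in these data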;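 further: 0% = acetylcholine EC80 with DMSO and 100% = DMSO without agonist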
CRFR2-BP antag – antagonists of CRF-binding protein/CRF-R2 receptor complex. inhibition, % at 11.8 µM. HEK293 CRF-R2/CRF-BP, CRF-induced calcium fluorescence. hit rate 0.59% among 350,000;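 active means inhibition of the ligand-induced calcium signal above about 50% at the single tested concentration, limit read from the data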
* marks the source's active call; other numbers are inactive results; · = not tested or not shown.

M4 ag	M4 PAM	CRFR2-BP ag	M4 antag	CHRM5 agonist	CHRM1 PAM	CHRM5 PAM	CHRM5 antagonist	CRFR2-BP antag	canonical_smiles
-2	-12	·	6	-1	-1	0	-6	·	CC1=C(C(=O)N(C(C)C)C(C)C)CC(CC(=O)NC2CCCCC2)C(=O)N1Cc1ccc(C(C)(C)C)cc1 (configuration not stated)
7	-9	0.9	3	1	-16	-12	10	5	S=C(NCc1ccc(Cl)cc1)NC1CCCCC1
2	11	6.0	-3	6	2	-6	2	-14	CCOC(=O)Nc1ccc2c(c1)ncn2C1CCCCC1
0	4	-0.4	2	0	4	-1	1	-7	CN1CCc2c(sc3c2c(=O)n(-c2ccccc2)c2n[nH]c(=S)n32)C1
1	1	-3.7	3	-1	6	8	1	25	Fc1ccc(NC(=S)NCc2cccnc2)cc1
-1	4	-2.1	-4	-4	-7	-7	-2	9	CCC1SC(=Nc2cccc(C)c2)NC1=O (configuration not stated)
1	-2	-1.8	-3	-3	8	-1	1	-13	CCCN(C(=O)CCSc1ccc(F)cc1)c1c(N)n(Cc2ccccc2)c(=O)[nH]c1=O
1	11	-1.5	-1	-4	4	8	-2	-9	COc1ccc(OC(C)C(=O)N2CCCc3ccccc32)cc1 (configuration not stated)
2	-6	·	9	-1	13	-1	-7	·	CCCNC(=O)C1(C)CCN(Cc2csc3ccccc23)C1 (configuration not stated)
-1	-8	-0.2	14	-1	-8	-11	15	2	CCN1C(=O)[C@@H]2[C@@H](c3ccc(-c4ccc5c(c4)OCO5)cc3)N3CCCC[C@@]3(C(=O)OC)[C@@H]2C1=O
1	0	-2.3	8	-1	11	1	-11	24	Cc1ccc(N2C(=O)CC(Sc3ccccc3C(=O)O)C2=O)c([N+](=O)[O-])c1 (configuration not stated)
0	7	-0.7	3	-1	10	-1	-3	-3	COCC(O)CSc1nc(C)[nH]c1[N+](=O)[O-] (configuration not stated)
2	-1	-0.9	7	0	-2	4	-1	-12	Cc1ccc(C(=O)OCC(=O)Nc2cccc(Br)c2)s1
3	2	0.2	3	-2	2	2	-16	11	COc1nc(Cc2ccc(Cl)cc2)nc2ccccc12
1	3	-0.6	5	-2	11	5	1	-2	CCN1C(=O)C(CC(=O)Nc2ccc(Cl)cc2)N(NC(=O)c2ccncc2)C1=S (configuration not stated)
8	-10	-0.4	10	-4	-5	-11	15	2	CCOc1cccc(/C=C/c2ccc3cccc(O)c3n2)c1OC
6	-2	-1.8	10	-1	-2	0	4	18	COc1ccccc1C(=O)COC(=O)c1ccc(-n2cnnn2)cc1
-1	19*	0.0	-9	-9	7	13	0	-4	CCOC(=O)CCc1c(C)n(CC)c2cc(-c3ccccc3OC)nn2c1=O
0	2	-0.3	1	-4	6	-1	8	-6	Clc1cnc(Nc2cccnc2)c(Cl)c1
1	10	-2.2	-12	0	8	-8	5	4	O=C(COC(=O)Cn1ccc(=O)[nH]c1=O)Nc1ccc(F)cc1
2	-6	-0.3	7	-3	13	-3	1	10	O=C(c1ccccc1)c1ccc(OCC(O)CNC2CCCc3ccccc32)cc1 (configuration not stated)
1	4	0.7	0	-1	9	6	4	-2	CC(Sc1ccc(S(=O)(=O)N2CCN(C)CC2)cn1)C(=O)NC1CCCCC1 (configuration not stated)
0	-5	0.1	-4	-4	3	-14	9	10	Cc1ccc(OCCn2cc(C#N)c3ccccc32)cc1
2	-3	-2.0	-9	-6	7	0	-19	-1	COc1ccc(NC(=O)C2CCCN(c3nn4c(=O)cc(C)nc4s3)C2)c(OC)c1 (configuration not stated)

Individual results from the entries so far.
`CC(Sc1ccc(S(=O)(=O)N2CCN(C)CC2)cn1)C(=O)NC1CCCCC1` (configuration not stated) in CHRM5 agonist: -1
`O=C(c1ccccc1)c1ccc(OCC(O)CNC2CCCc3ccccc32)cc1` (configuration not stated) in CHRM1 PAM: 13
`CCOC(=O)CCc1c(C)n(CC)c2cc(-c3ccccc3OC)nn2c1=O` in CHRM5 PAM: 13

Among those listed so far, these contain fluorine:
M4 ag	M4 PAM	CRFR2-BP ag	M4 antag	CHRM5 agonist	CHRM1 PAM	CHRM5 PAM	CHRM5 antagonist	CRFR2-BP antag	canonical_smiles
1	1	-3.7	3	-1	6	8	1	25	Fc1ccc(NC(=S)NCc2cccnc2)cc1
1	-2	-1.8	-3	-3	8	-1	1	-13	CCCN(C(=O)CCSc1ccc(F)cc1)c1c(N)n(Cc2ccccc2)c(=O)[nH]c1=O
1	10	-2.2	-12	0	8	-8	5	4	O=C(COC(=O)Cn1ccc(=O)[nH]c1=O)Nc1ccc(F)cc1

Other compounds follow.
M4 ag	M4 PAM	CRFR2-BP ag	M4 antag	CHRM5 agonist	CHRM1 PAM	CHRM5 PAM	CHRM5 antagonist	CRFR2-BP antag	canonical_smiles
0	-2	0.9	1	1	5	6	-1	-2	NS(=O)(=O)c1ccc(CNS(=O)(=O)c2ccc(Cl)nc2)cc1
2	8	1.4	-4	3	12	4	-11	-6	COc1ccc(C(=O)Nc2cc3c(oc2=O)CCCC3=O)cc1
1	7	-1.7	3	2	2	-3	2	7	CCOC(=O)CNC(=O)c1cn(CC)c(=O)c2cc(OC)c(OC)cc12
1	-2	0.0	-4	-7	1	-2	-11	7	Cc1ccc(S(=O)(=O)N2CCC3(CC2)OCCO3)s1
-2	-3	0.2	0	-3	6	-1	-2	-25	Cc1ccc(N2CC(C(=O)N/N=C/c3sccc3C)CC2=O)cc1 (configuration not stated)
0	-1	-1.6	5	4	5	7	-1	11	O=C(c1ccco1)N1CCN(c2nc(C(F)(F)F)nc3c2nnn3Cc2ccccc2)CC1
15	-5	0.0	2	3	0	-34	16	-3	CCOc1ccc(OCCC(=O)OCC(=O)Nc2cccc(S(=O)(=O)N3CCCCC3)c2)cc1
0	4	1.6	8	-5	5	-2	1	10	CC(=O)c1ccc(NC(=O)C2CC(=O)Nc3nc4ccccc4n32)cc1 (configuration not stated)
6	-11	0.2	7	-6	-13	-17	7	49	CNS(=O)(=O)c1cccc(C(=O)OCC(=O)c2cc(C)n(-c3ccc4c(c3)OCO4)c2C)c1
1	0	-0.6	-7	-2	5	-3	9	0	Cc1cccc(C)c1NC(=O)c1c[nH]c2ccccc12
1	0	0.2	3	-6	5	-3	2	18	COc1ccccc1CNC(=O)CN(c1ccc(C)cc1)S(=O)(=O)c1c(C)nn(C)c1C
0	11	2.1	1	1	6	-6	4	-9	Cc1ccc(S(=O)(=O)CC(=O)N2CCCC2)cc1
0	4	-0.9	-8	-6	-3	5	-3	3	O=C(c1nn2c(C(F)(F)F)cc(-c3ccc(F)cc3)nc2c1Cl)N1CCOCC1
0	8	-1.5	-15	1	17	22*	-8	-13	CCNc1nc(NCC)n2c(SCC(=O)Nc3cccc(Cl)c3)nnc2n1
2	7	-0.2	16	1	14	-2	0	7	Cc1cc(C(=O)OCC(=O)NC(C)(C)C)c2ccccc2n1
21	-5	-0.7	-15	0	-2	-6	-5	10	Cc1ccccc1C(=O)NN1CC(C(=O)OCc2ccc(Cl)c(Cl)c2)CC1=O (configuration not stated)
2	-1	-2.0	8	-5	12	3	10	5	COc1ccc(Cl)cc1NC(=O)CSc1nc(=O)n(CCN(C)C)c2c1CCCC2
0	9	-0.9	-11	-3	4	-8	14	14	COc1c(Cl)cccc1-c1cn2ccc(C)cc2n1
0	-3	0.4	0	-7	2	1	0	-12	CCN1C(=O)c2ccccc2S(=O)(=O)c2ccc(C(=O)NC(C)C)cc21
1	7	-0.1	-7	2	0	6	3	-5	CCN1CCN(c2ccc(S(=O)(=O)N3CCOCC3)cc2NC(=O)c2ccccc2SC)CC1
2	-2	-2.1	6	-2	6	16	0	3	Cn1cnnc1SCC(=O)N1N=C(c2ccc(Cl)cc2)CC1c1ccco1 (configuration not stated)
1	-2	-1.1	-2	-5	-3	-6	4	60*	O=C(CSc1nc2ccccc2n1CCc1ccccc1)NC1CCS(=O)(=O)C1 (configuration not stated)
0	-7	-2.1	5	2	-5	0	6	7	CN(C)NC(=S)NC(=O)C12CC3CC(CC(C3)C1)C2
1	-3	1.5	2	2	10	1	-1	-29	CC1=C(C(=O)O)N2C(=O)C(NC(=O)c3ccn(C)n3)C2SC1 (configuration not stated)
6	-1	-0.1	-15	0	-6	-6	4	-15	CCOc1ccccc1NS(=O)(=O)c1cc2c3c(c1)CC(=O)N3CCC2
0	0	-0.7	10	1	7	-2	1	-17	CC1(C)CNC(=O)c2sc(N3CCCCC3)nc2C1
2	3	-0.4	-4	-1	0	5	0	8	Nc1ccc(N2CCN(C(=O)c3ccco3)CC2)cc1
-1	-11	1.2	9	-7	-16	-1	7	7	O=C(c1cc([N+](=O)[O-])ccc1N1CCCCC1)N1CCc2ccccc21
-1	-11	-0.1	16	-1	-5	-5	12	5	CCOC(=O)c1ccc(N2C(=O)Cc3ccccc3C2=O)cc1
0	-4	3.4	-9	0	3	-3	0	-24	CCCC(=O)NCCCc1nc2ccccc2n1CC
0	5	0.2	0	-1	0	-1	-4	0	COc1ccc(S(=O)(=O)N2CCN(CC(=O)c3ccc(O)c(O)c3)CC2)cc1
1	4	-0.6	0	3	-6	0	-2	19	COC(=O)C1C2CCC(C2)C1C(=O)OCC(=O)c1ccc(C)cc1 (configuration not stated)
2	-6	-0.9	6	-3	7	-4	6	2	CCCS(=O)(=O)c1c(S(=O)(=O)CCC)c2ccc(C(N)=O)cn2c1C(=O)OC
1	2	-0.5	3	-1	6	2	0	18	Nc1nc(-c2ccccc2)nc2nonc12
5	-7	-0.7	3	2	-10	-12	-2	7	CCc1ccc(NC(=O)C(=O)NCCN2CCN(Cc3ccc([N+](=O)[O-])cc3)CC2)cc1
-1	7	·	-12	-2	·	1	-1	·	CC(C)C[C@H]1CN(CCCC[C@@H]2CNC(=O)C(=O)N2CCc2ccccc2)C(=O)C(=O)N1CCC1CCCCC1
1	24	0.1	21	3	1	14	5	-6	CCOc1ncnc2c1sc1nc(C)cc(C)c12
0	-1	-1.4	-4	4	10	2	-1	2	COC(=O)c1sccc1Oc1c(Cl)cccc1[N+](=O)[O-]
12	1	·	7	6	-4	2	7	·	NC(Cc1ccccc1)c1csc(Nc2nccc(C(F)(F)F)n2)n1 (configuration not stated)
0	4	12	10	3	9	5	-1	-9	O=C1C2C3C=CC(C3)C2C(=O)N1CN(Cc1ccccc1)CN1C(=O)C2C3C=CC(C3)C2C1=O (configuration not stated)
1	24*	4.9	-15	-1	3	9	-1	13	COC(=O)c1sc(-c2ccccc2)cc1NC(=O)c1ccc(OC)cc1
0	4	-0.3	-1	-5	2	0	11	2	CCCOc1ccc(N2C(=O)CC(N(CCc3ccc(OC)c(OC)c3)C(=O)c3ccccc3)C2=O)cc1 (configuration not stated)
2	11	0.0	-3	0	10	5	1	-1	COc1cc(C(=O)N2CCN(c3ccccc3Cl)CC2)ccc1OCC(=O)N1CCOCC1
1	-3	0.8	-2	-2	11	1	4	-6	Cc1c(NS(=O)(=O)c2ccc(NC(=O)CCC(=O)O)cc2)c(=O)n(-c2ccccc2)n1C
1	0	-0.8	8	-3	8	3	5	8	Fc1ccc(COc2ccc3ccccc3c2CNc2nn[nH]n2)cc1
8	7	-0.7	-1	4	0	-2	3	-4	COc1ccc(CCNC(=O)C2CC3Cn4c(nc5ccccc54)C3N2Cc2ccccc2)cc1 (configuration not stated)
0	0	2.9	-3	0	14	-1	-1	-4	Cc1ccc(/C=C/C(=O)Nc2sc3c(c2C#N)CCCC3)o1
11	-7	·	5	2	0	-11	12	·	Fc1ccc(Nc2nc(NCc3cccs3)nc3ccsc23)cc1
